# ELG1 genotox: induces genotoxicity in HEK293T cells with luciferase-tagged ELG1; HEK293T ELG1-luciferase reporter, luminescence, 16 h; Potency, µM (highest dose often 46 µM), for the others: top-dose activity change, positive = activation, usual class: activators; 330,000 compounds, 1.3% hits; AID 504466; further: % of control where 0% means no effect; nearly all actives have a fitted effect of over 60% in size
#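 Cells (2,000/well) expressing the ELG1-luciferase fusion are dosed by pin tool and kept 16 hr at 37 °C, 5% CO2. Signal comes from ONE-Glo luciferase reagent after 30 min at room temperature.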
# BRCA1 expr act: increases BRCA1 expression; MCF7-BRCA1-FFLuc reporter, luminescence, 48 h; response scale: scaled: vehicle 0%, 10 µM genistein 100%; Potency, µM (titrated, usually from 46.1 µM), without a hit: at the highest dose activation, actives largely listed as activators; 380,000 compounds, 1.1% hits; further: nearly all actives have a fitted effect of over 80% in size; some results filed as inactive show a strong effect at the top dose
#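 MCF7-BRCA1-FFLuc cells, 2000/well in phenol-red-free MEM, attached 2 h then treated 48 h at 37 C. Luciferase luminescence read 15 min after reagent; normalized to genistein maximum activation (10microM) and DMSO, concentration-response fitted.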
# uPA surface inh: cell surface uPA generation inhibition | cell surface uPA generation assay, qHTS | Potency, µM (top dose mostly 38.3 µM), inactives show top-dose activity change, negative = inhibition, most hits filed as inhibitors | 330,000 compounds, 0.31% hits; active means well fitted inhibition curve with a large enough effect; inconclusive means small, poorly fitted or top-dose-only effect; inactive means no such curve, though single readings can be large or run the other way; tested in mouse RAW 264.7 cells; further: on the % scale 0 is the no-effect control and ±100 the full control effect; nearly all actives have a fitted effect of over 55% in size
# NPC1 prom act: NPC1 promoter activation. Huh7 NPC1 promoter luciferase reporter, 24 h. Potency, µM (series often up to 9.22 µM), inactives show top-dose activation, usual class: activators. 320,000 compounds, 2.4% hits. AID 485313;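 further: % of control where 0% means no effect; nearly all actives have a fitted effect of over 60% in size; reporter is driven by a mutant NPC1 promoter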
#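 Compounds in DMSO were transferred onto Huh7 NPC1-luciferase reporter cells pre-incubated 2 h; after 24 h at 37 °C, Amplite reagent was dispensed and luminescence recorded 10 min later.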
# RORgamma inh: blocks mouse ROR gamma transcriptional activity; P51450; Drosophila S2 Gal4-RORgamma UAS-luciferase reporter, 20 h; Potency, µM (doses to about 53.6 µM), inactives show at the highest dose activity change, negative = inhibition, actives largely listed as inhibitors; 310,000 compounds, 5.4% hits; AID 2551; further: on the % scale 0 is the no-effect control and ±100 the full control effect; nearly all actives have a fitted effect of over 60% in size
# Target sequence (P51450 whole entry, looked up, the tested form may be a part): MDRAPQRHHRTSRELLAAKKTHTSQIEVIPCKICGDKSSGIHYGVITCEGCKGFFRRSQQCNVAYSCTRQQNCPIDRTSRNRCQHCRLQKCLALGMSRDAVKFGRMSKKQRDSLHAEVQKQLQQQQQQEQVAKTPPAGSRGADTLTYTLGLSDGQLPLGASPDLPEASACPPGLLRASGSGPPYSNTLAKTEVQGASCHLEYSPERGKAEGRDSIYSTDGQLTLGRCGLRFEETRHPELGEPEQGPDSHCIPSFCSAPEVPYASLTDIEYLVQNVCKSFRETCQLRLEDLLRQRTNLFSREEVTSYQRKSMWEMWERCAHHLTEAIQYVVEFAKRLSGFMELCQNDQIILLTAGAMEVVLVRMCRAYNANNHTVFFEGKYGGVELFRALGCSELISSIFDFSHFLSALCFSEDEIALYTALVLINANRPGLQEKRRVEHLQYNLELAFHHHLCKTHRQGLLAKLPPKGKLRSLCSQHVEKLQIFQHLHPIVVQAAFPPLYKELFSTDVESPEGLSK
#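 Using a luciferase readout, inhibitors were identified by reduced reporter activity in Drosophila cells coexpressing a copper-inducible Gal4–ROR gamma fusion and UAS-driven Photinus luciferase, incubated 20 hr after 700 uM copper sulfate.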
# Rab9 prom act: activates the Rab9 promoter; AID 485297; Huh7 Rab9 promoter-luciferase reporter, luminescence, 24 h; Potency, µM (titrated, usually from 9.22 µM), without a hit: at the highest dose activation, negative = inhibition, actives largely listed as activators; 320,000 compounds, 2.8% hits; further: % of control where 0% means no effect; nearly all actives have a fitted effect of over 60% in size
#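 Luminescence from Amplite-detected luciferase (10 minutes, ambient) reports Rab9 promoter activation. Before that, stable Rab9-luciferase Huh7 cells (1500/well, reduced-serum OP-MEM I plus 10% FBS) were exposed to compound for 24 hours at 37C.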
# MBNL1-CUG inh: MBNL1-poly(CUG) RNA binding inhibition. 280,000 compounds, 0.036% hits. Potency, µM (top dose mostly 57.5 µM), for the others: at the top dose activity change, negative = inhibition, hits mostly inhibitors. TR-FRET MBNL1-His/biotin-(CUG)12 binding, 665/545 ratio. AID 2675; active means well fitted inhibition curve with a large enough effect in the signal ratio, with a control signal flat, not every such curve was filed as active; inconclusive means small, poorly fitted or top-dose-only effect, or effect the other way, or a change in a side signal; inactive means no such curve, though single readings can be large or run the other way; the % refers to the signal ratio; further: on the % scale 0 is the no-effect control and ±100 the full control effect
#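 TR-FRET readout: Ex 340 nm, 665/545 nm emission ratio, normalized to buffer-only (basal) and MBNL1-(CUG)12 controls. Complex of MBNL1-His with Biotin-(CUG)12, compounds 92 nM–58 uM, incubated 60 min at room temperature.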
# VP16 counter: Gal4-VP16 reporter inhibition counter-screen; Drosophila S2 Gal4-VP16 UAS-luciferase, luminescence, 20 h; Potency, µM (titrated, usually from 53.6 µM), for inactives: at the highest dose activity, negative = inhibition, actives largely listed as inhibitors; 310,000 compounds, 3.5% hits; AID 2546;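 further: Gal4-VP16 expression switched on by copper sulfate through the metallothionein promoter; on the % scale 0 is the no-effect control and ±100 the full control effect; nearly all actives have a fitted effect of over 50% in size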
# p53 reactivator: re-activators of mutant p53; H1299 p53-A138V BP100-luciferase reporter, luminescence, 24 h; Potency, µM (titrated, usually from 92.2 µM), for inactives: at the highest dose activity change, positive = activation, hits mostly activators; 320,000 compounds, 0.063% hits; AID 504706; further: % of control where 0% means no effect; nearly all actives have a fitted effect of over 45% in size
#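 H1299 (p53-null), stable ts p53-A138V + BP100-Luc; 1000 cells/well, Opti-MEM/10% FBS; cpd 4 pt, 1:5; 24 h, 37 deg C, 5% CO2; detection reagent 10 min RT; luminescence.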
# FLuc modulator: firefly luciferase modulation, counter-screen for miR-21 project; P08659; purified FLuc, Km substrates, luminescence inhibition; Potency, µM (top dose mostly 57.5 µM), for the others: top-dose activity change, negative = inhibition, most hits filed as inhibitors; 360,000 compounds, 6.9% hits; AID 588342;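 further: plate controls were vehicle for no effect and reference inhibitor for full effect; nearly all actives have a fitted effect of over 55% in size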
# Target sequence (P08659 whole entry, looked up): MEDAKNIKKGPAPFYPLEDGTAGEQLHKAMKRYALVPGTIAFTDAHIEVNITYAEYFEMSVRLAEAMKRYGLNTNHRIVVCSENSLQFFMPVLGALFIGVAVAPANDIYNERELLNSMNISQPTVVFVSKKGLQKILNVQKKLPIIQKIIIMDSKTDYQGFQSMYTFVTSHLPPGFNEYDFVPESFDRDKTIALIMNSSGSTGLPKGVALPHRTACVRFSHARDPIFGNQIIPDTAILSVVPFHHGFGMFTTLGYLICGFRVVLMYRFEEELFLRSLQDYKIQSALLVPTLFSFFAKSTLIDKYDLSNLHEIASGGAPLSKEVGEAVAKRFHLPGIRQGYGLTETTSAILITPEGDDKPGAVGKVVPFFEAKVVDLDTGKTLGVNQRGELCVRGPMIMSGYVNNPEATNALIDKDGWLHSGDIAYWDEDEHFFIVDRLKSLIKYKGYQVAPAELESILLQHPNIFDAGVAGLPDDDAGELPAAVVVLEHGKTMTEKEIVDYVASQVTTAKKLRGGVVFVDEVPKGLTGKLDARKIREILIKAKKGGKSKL
#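 Biochemical qHTS of compounds, final roughly 60 µM downward over six points, against 10 nM purified firefly luciferase using Km concentrations of substrates (10 uM D-luciferin, 10 uM ATP) in Tris acetate pH 7.5 buffer; luminescence output.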
# * = called active by the depositor; ? = inconclusive; nt = not tested or not shown; & = joins results of further samples; [ ] = remark or other dose. Unless noted, the call rests on the fitted dose curve; in most records, active means well fitted curve in the direction sought with a large enough effect; inconclusive means small, poorly fitted or top-dose-only effect, or another doubt; inactive means no such curve, though single readings can be large; an effect the other way counts as inactive or inconclusive. Potency means the concentration at half of the fitted maximal effect.
item	Compound	MBNL1-CUG inh	BRCA1 expr act	Rab9 prom act	ELG1 genotox	RORgamma inh	uPA surface inh	FLuc modulator	NPC1 prom act	p53 reactivator	VP16 counter
1	O=C(NC(Cc1ccccc1)C(=O)O)/C(=C/c1ccccc1)NC(=O)c1ccc(Br)o1 (stereo unspecified)	5%	8%	-4%	-1%	-13%	4%	3%	-1%	-4%	6%
2	O=C1N=c2ccccc2=C1c1sc(=S)n(NC(=O)c2ccccc2)c1O	4%	-27%	-1%	-7%	-27%	-1%	-18%	-5%	4%	-13%
3	COc1ccc2c(c1)[nH]c1c(=O)n(Cc3ccncc3)cnc12	3%	46%	13%	6%	-42%	-4%	?	11%	9%	23%
4	CC(=O)c1c(C(C)=O)c(C)n(-c2nc(-c3cccs3)c(C)s2)c1C	15%	-23%	-7%	0%	1%	3%	-1%	0%	2%	1%
5	COCc1nc2ccccc2n1CCCOc1ccccc1	7%	1%	1%	14%	?	5%	-16%	1%	-11%	-11%
6	O=c1oc2ccc(Br)cc2cc1S(=O)(=O)c1ccc(F)cc1	6%	-75%	-4%	13%	-14%	-2%	0%	0%	19%	9%
7	C=CCNC(=O)c1ccc(-c2cccc([N+](=O)[O-])c2)o1	?	?	?	?	9%	2%	?	?	11%	-1%
8	CCc1ccc(NC(=O)CCn2c(=O)c3cccn3c3ccccc32)cc1	0%	-43%	8%	-10%	?	-12%	-19%&-19%	-2%	1%	-3%
9	NC(=O)C(c1ccccc1)C1CCCCC1 (stereo unspecified)	0%	-6%	-1%	-3%	-8%	2%	0%	-4%	-1%	-8%
10	COc1ccccc1NC(=O)NNC(=O)c1cc2ccccc2cc1O	15%	19%	13%	0%	18%	10%	1%	12%	0%	-1%
11	CSc1ccc(CN(C)CC(=O)Nc2cccc(Br)c2)cc1	-15%	-23%	-11%	0%	39%	3%	-2%	-4%	22%	-29%
12	O=C1CNC(=S)N1Cc1ccc(F)cc1	-7%	11%	0%	-2%	-17%	-9%	0%	-1%	6%	3%
13	CN(C)Cc1cc(C(C)(C)C)cc(C(C)(C)C)c1O	-4%	3%	2%	3%	-10%	1%	0%	-3%	0%	-5%
14	O=C(N/N=C/c1ccccc1F)C(=O)N1CCCCCC1	1%	15%	4%	6%	-2%	-2%	-15%	3%	15%	-16%
15	CCCc1ccc2oc(C(=O)N3CCN(CCC(N)=O)CC3)c(C)c2c1	0%	7%	0%	6%	30%	2%	1%	-6%	-6%	0%
16	Cc1ccc(S(=O)(=O)Nc2cc(NC(=O)CN3CCOCC3)ccc2Cl)cc1	-3%	-21%	-8%	0%	-27%[10 µM]	-3%	5%	0%	-3%	4%
17	CN(CCc1ccccn1)c1ccc([N+](=O)[O-])cn1	?	-2%	-7%	2%	6%	1%	1%	-3%	-1%	-1%
18	CCc1nnc(NC(=O)CC(C)c2ccccc2)s1 (stereo unspecified)	-3%	10%	-6%	4%	?	12%	0%	-2%	13%	15%
19	COc1cc2ncnc(N[C@H](C)c3ccccc3)c2cc1OC	-15%	-17%	-3%	-5%	23%	?	-1%	-5%	-8%	-6%
20	COc1ccc(CNC(=O)c2ccc(N3CCC4(CC3)CC(c3ccc(Cl)cc3)=NO4)c(NC(=O)Cc3ccc(F)cc3)c2)cc1	nt	-20%	nt	4%	nt	21%	nt	nt	5%	nt
21	CCSc1nnc(Cc2cc(=O)[nH]c(=O)[nH]2)n1-c1cc(C)ccc1C	-7%	9%	10%	-2%	-1%	-1%	-3%	0%	-12%	3%
22	Cc1ccccc1NC(=O)C(=O)NCCc1c[nH]c2ccccc12	-14%	-3%	6%	2%	25%	2%	-6%	-1%	1%	8%
23	COc1ccc(OC)c2sc(Cl)nc12	19%	-8%	1%	9%	1%	-7%	-8%	0%	-4%	1%
24	N#CC(c1ccccc1)N(CCCCl)C(=O)c1ccccc1 (stereo unspecified)	-13%	-21%	0%	0%	16%	-28%	2%	0%	?	4%
25	COc1ccc(C)cc1NC(=O)c1ccc2c(O)c(S(=O)(=O)c3ccccc3)c(=O)[nH]c2c1	1%	-21%	-1%	2%[9.26 µM]	4%	11%	1%	-6%	-2%	-10%

# Structures from the list above that have an NH in an aromatic ring:
item	Compound	MBNL1-CUG inh	BRCA1 expr act	Rab9 prom act	ELG1 genotox	RORgamma inh	uPA surface inh	FLuc modulator	NPC1 prom act	p53 reactivator	VP16 counter
3	COc1ccc2c(c1)[nH]c1c(=O)n(Cc3ccncc3)cnc12	3%	46%	13%	6%	-42%	-4%	?	11%	9%	23%
21	CCSc1nnc(Cc2cc(=O)[nH]c(=O)[nH]2)n1-c1cc(C)ccc1C	-7%	9%	10%	-2%	-1%	-1%	-3%	0%	-12%	3%
22	Cc1ccccc1NC(=O)C(=O)NCCc1c[nH]c2ccccc12	-14%	-3%	6%	2%	25%	2%	-6%	-1%	1%	8%
25	COc1ccc(C)cc1NC(=O)c1ccc2c(O)c(S(=O)(=O)c3ccccc3)c(=O)[nH]c2c1	1%	-21%	-1%	2%[9.26 µM]	4%	11%	1%	-6%	-2%	-10%

# Whole records, quoted from the list. Order of screens: MBNL1-CUG inh | BRCA1 expr act | Rab9 prom act | ELG1 genotox | RORgamma inh | uPA surface inh | FLuc modulator | NPC1 prom act | p53 reactivator | VP16 counter
# `COc1ccc(OC)c2sc(Cl)nc12` as listed: 19% | -8% | 1% | 9% | 1% | -7% | -8% | 0% | -4% | 1%
# `COc1ccc(CNC(=O)c2ccc(N3CCC4(CC3)CC(c3ccc(Cl)cc3)=NO4)c(NC(=O)Cc3ccc(F)cc3)c2)cc1` as listed: nt | -20% | nt | 4% | nt | 21% | nt | nt | 5% | nt
# `COc1ccccc1NC(=O)NNC(=O)c1cc2ccccc2cc1O` as listed: 15% | 19% | 13% | 0% | 18% | 10% | 1% | 12% | 0% | -1%

# The results go on:
item	Compound	MBNL1-CUG inh	BRCA1 expr act	Rab9 prom act	ELG1 genotox	RORgamma inh	uPA surface inh	FLuc modulator	NPC1 prom act	p53 reactivator	VP16 counter
26	Cc1cc2ccccn2c1C(=O)c1nc(N2CCOCC2)ncc1Cl	7%	-41%	-12%	-2%	16%	nt	-1%	-3%	-8%	5%
27	COc1cc(S(=O)(=O)NC2CCCC2)ccc1F	1%	5%	2%	1%	0%	nt	5%	0%	-3%	13%
28	O=C(CCNC(=O)c1ccc([N+](=O)[O-])cc1)Oc1ccc(F)c(F)c1	nt	3%	nt	1%	nt	2%	nt	nt	-6%	nt
29	CCN(CC)CCNC(=O)C1(O)c2cc(Br)ccc2NC(=O)N1c1ccc(Cl)cc1 (stereo unspecified)	3%	-18%	-5%	-6%	8%	-4%	-2%	0%	-3%	-3%
30	CC(C)=C1C2CCC1C1C(=O)N(c3nccs3)C(=O)C21 (stereo unspecified)	-15%	-10%	-1%	1%	-6%	-3%	5%	-4%	-3%	-7%
31	CCN(CCCNC(=O)C1CCN(S(=O)(=O)c2cnc[nH]2)CC1)c1cccc(C)c1	-4%	12%	5%	-3%	30%	1%	-6%	4%	-13%	-13%
32	CC(C)c1ccc(/C=C(\c2nc3ccccc3[nH]2)S(=O)(=O)c2ccccc2)cc1	-9%	-95%[inhibitor]	-2%	-20%	?	-8%	6%	-1%	-19%	?
33	O=C(N/N=C/C=C\c1ccccc1[N+](=O)[O-])c1ccccn1	?	99%	25%	?	?	1%	?	24%	?	-7%
34	O=C(NCC(=O)N1CC(O)CC1C(=O)N1CC(O)CC1C(=O)OCc1ccccc1)OCc1ccccc1 (stereo unspecified)	nt	-13%	15%	7%	7%	1%	-2%	-10%	-3%	3%
35	Cc1ccc2nc(/C=C/c3cccc(F)c3)ccc2c1	nt	2%	2µM*	1.8µM*	10µM*	-2%	1.2µM*	3.5µM*	?	-18%
36	CCOc1ccc(NC(=S)Nc2ccc(OC)cc2)cc1	-4%	39%	0%	2%	7.9µM*	-4%	1%	-3%	-1%	?
37	Cc1cc(C)cc(NC(=O)CSc2nnc(-c3cc(C)[nH]n3)n2N)c1	-1%	6%	-5%	-4%	-5%	-10%	?	-3%	2%	-5%
38	C=C(C)C1CC=C(C)/C(=N/NC(=O)c2ccoc2C)C1 (stereo unspecified)	?	5%	-2%	7%	44%	-5%	?	-1%	?	29%
39	CCc1ccc(S(=O)(=O)Nc2ccc(-c3nc4cccnc4s3)cc2)s1	?	60%	?	15µM*	40%	0%	?	15%	?	-6%
40	COc1ccc(/C=N/NC(=O)c2ccc(Br)cc2)cc1Cn1cc(Cl)cn1	0%	-11%	-4%	8%	?	-2%	0%	1%	-5%	?
41	O=C1OCCC1Sc1nnc(-c2cccnc2)n1-c1ccccc1F (stereo unspecified)	-4%	0%	1%	2%	26%	4%	2%	-1%	3%	-13%
42	COc1ccc2[nH]c(C(O)(Cc3cccnc3)Cc3cccnc3)cc2c1	-1%	-22%	-12%	1%	33%	-1%	0%	-2%	-6%	-6%
43	CCC(C)(C(=O)NC1CCCCC1)N(CC1CCCO1)C(=O)Cc1cccs1 (stereo unspecified)	-3%	-16%	0%	nt	1%	2%	2%	-6%	2%	-7%
44	Cc1ccc(S(=O)(=O)N2CCN(c3ncccn3)CC2)c(C)c1	3%	0%	2%	0%	nt	-5%	2%	2%	nt	nt
